# hERG WT inh = qHTS for Inhibitors of KCHN2 3.1: Wildtype qHTS; Voltage-gated inwardly rectifying potassium channel KCNH2 (Homo sapiens), Q12809; U2OS, BacMam KCNH2, thallium flux FluxOr; stronger effect = lower value; activity change, % at 1.84 µM; hit rate 0.37% among 340,000;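 active means maximum activity change below -70%; inconclusive means maximum activity change between -70% and -50%; inactive means maximum activity change above -50%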; further: on the % scale 0 is the no-effect control and ±100 the full control effect
#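 U2OS cells were transduced with wild-type KCNH2 virus (2.03 x 10^8 / mL) for 4 h at room temperature, then cultured overnight at 37 C. Thallium flux was read with FluxOr dye. Rate constants were normalized to DMSO controls.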
# AT treatment = qHTS Assay for Identifying a Potential Treatment of Ataxia-Telangiectasia; […] A-T fibroblasts, KAP-1 phosphorylation AlphaLISA; neocarzinostatin DNA damage 30 min before lysis; Potency, µM (top dose mostly 57.5 µM), for inactives: at the highest dose activation, usual class: activators; hit rate 0.19% among 320,000; AID 485349, 2010; further: potency means the concentration at half of the fitted maximal effect; % of control where 0% means no effect; nearly all actives have a fitted effect of over 45% in size
#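 ATM-like activity read as KAP-1 phosphorylation via AlphaLISA donor/acceptor antibody pairs after lysis and 6 hr at 25C. Cells were ATM-null patient fibroblasts ([…], hTERT), dosed 60 min, then exposed to the DSB inducer NCS for 30 min.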
# MBNL1-CUG inh = qHTS Assay for Inhibitors of MBNL1-poly(CUG) RNA binding; Muscleblind-like protein 1 (Homo sapiens), Q9NR56; TR-FRET MBNL1-His/biotin-(CUG)12 binding, 665/545 ratio; Potency, µM (doses to about 57.5 µM), inactives show at the top dose activity change, negative = inhibition, usual class: inhibitors; hit rate 0.036% among 280,000; AID 2675, 2010; active means well fitted inhibition curve with a large enough effect in the signal ratio, with a control signal flat, not every such curve was filed as active; inconclusive means small, poorly fitted or top-dose-only effect, or effect the other way, or a change in a side signal; inactive means no such curve, though single readings can be large or run the other way; the % refers to the signal ratio; further: potency means the concentration at half of the fitted maximal effect; on the % scale 0 is the no-effect control and ±100 the full control effect
# Target sequence (Q9NR56 whole entry, looked up): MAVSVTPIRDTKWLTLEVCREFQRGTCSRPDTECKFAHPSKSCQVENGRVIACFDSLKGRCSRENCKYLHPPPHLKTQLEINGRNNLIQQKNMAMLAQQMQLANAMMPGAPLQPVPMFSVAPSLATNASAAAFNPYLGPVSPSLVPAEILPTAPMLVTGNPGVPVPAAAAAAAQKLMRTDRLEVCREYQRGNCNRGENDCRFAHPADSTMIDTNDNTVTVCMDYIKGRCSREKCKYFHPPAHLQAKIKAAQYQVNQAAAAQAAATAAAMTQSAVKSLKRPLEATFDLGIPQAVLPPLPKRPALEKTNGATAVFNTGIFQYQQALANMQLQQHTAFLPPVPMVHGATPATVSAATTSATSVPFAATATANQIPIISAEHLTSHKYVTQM
#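 Inhibition of protein-RNA binding appears as loss of TR-FRET between terbium anti-His antibody on MBNL1-His and streptavidin-XL665 on biotin-(CUG)12. Activity is normalized to buffer-only and uninhibited-complex controls.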
# KCNH2 3.1 inh = qHTS for Inhibitors of KCHN2 3.1: Mutant qHTS; hit rate 0.95% among 340,000; AID 720553, 2013; U2OS KCNH2 3.1, thallium flux FluxOr; stronger effect = lower value; Potassium voltage-gated channel subfamily H member 2, brain isoform KCNH2 3.1 (human); activity change, % (tested at about 1.8 µM);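 active means maximum activity change below -70%; inconclusive means maximum activity change from -70% to -50%; inactive means maximum activity change above -50%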;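 further: thallium influx rate constant from kinetic fluorescence after stimulation buffer; on the % scale 0 is the no-effect control and ±100 the full control effect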
#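 U2OS cells transduced with KCNH2 3.1 mutant virus (1.77 x 10^8 /mL, 4 h), plated overnight at 37 C, loaded 45 min with FluxOr dye plus Red40 quencher. Thallium flux rate constant from kinetic reads after stimulation buffer, normalised to controls.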
# GALK inhibitor = qHTS Assay for Inhibitors of Human Galactokinase (GALK). P51570. Purified GALK, Kinase-Glo residual ATP luminescence. Potency, µM (series often up to 57.5 µM), inactives show top-dose activity change, negative = inhibition, most hits filed as inhibitors. hit rate 0.007% among 270,000. AID 1868, 2009; further: potency means the concentration at half of the fitted maximal effect; on the % scale 0 is the no-effect control and ±100 the full control effect
# Target sequence (P51570 whole entry, looked up): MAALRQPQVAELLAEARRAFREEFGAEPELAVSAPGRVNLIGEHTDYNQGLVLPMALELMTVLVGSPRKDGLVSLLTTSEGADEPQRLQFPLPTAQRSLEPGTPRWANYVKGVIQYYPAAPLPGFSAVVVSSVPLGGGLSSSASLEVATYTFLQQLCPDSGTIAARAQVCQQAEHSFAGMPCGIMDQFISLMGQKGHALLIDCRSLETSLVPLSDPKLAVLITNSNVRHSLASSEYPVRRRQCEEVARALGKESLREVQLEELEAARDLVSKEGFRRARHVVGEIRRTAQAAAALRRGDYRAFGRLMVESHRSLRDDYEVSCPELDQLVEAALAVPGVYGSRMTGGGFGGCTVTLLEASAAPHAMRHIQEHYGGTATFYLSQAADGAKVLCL
#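 Compounds were pin-transferred into ATP buffer (35 uM final), then GALK plus galactose (5 nM, 100 uM final) was added. After 1 h at room temperature, Kinase-Glo Plus was added and luminescence read after 10 min.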
# Coupling enz = qHTS Assay for Inhibitors of Fructose-1,6-bisphosphate Aldolase from Giardia Lamblia: Coupling assay counterscreen. coupling enzyme system counterscreen, AmpLite Red fluorescence. activity change, negative = inhibition, % at 58.2 µM, hits read low. hit rate 0.67% among 290,000. AID 2472, 2010; in the data active means activity change below about -30%; further: on the % scale 0 is the no-effect control and ±100 the full control effect
#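 Final compound at 57.5 uM, incubated 10 min at RT with coupling enzyme reagent (glyceraldehyde-3-phosphate), then 20 min with substrate and AmpLite Red detection. Fluorescence read at 525/598 nm; tests interference with the coupling assay, not aldolase inhibition.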
# S-ASM inh = Inhibitors of Secretory Acid Sphingomyelinase (S-ASM): qHTS; Sphingomyelin phosphodiesterase (Homo sapiens), P17405; placental ASM, HMU-PC fluorogenic substrate, 60 min; Potency, µM (series often up to 57.5 µM), inactives show top-dose activity change, negative = inhibition, most hits filed as inhibitors; hit rate 0.006% among 340,000; AID 504937, 2011; further: potency means the concentration at half of the fitted maximal effect
#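 Steps: dispense placental human ASM, pin compound, wait 10 min at room temperature, add HMU-PC0 substrate at 9 uM final, incubate 60 min at 37 °C, add stop solution raising pH to 10, read fluorescence.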
# a7 integrin act = qHTS for Activators of Integrin-Mediated Alleviation for Muscular Dystrophy. AID 624291, 2012. hit rate 0.064% among 350,000. alpha7betagal myoblasts, beta-gal FDG fluorescence, 48 h. Potency, µM (highest dose often 38.3 µM), without a hit: at the highest dose activation, most hits filed as activators;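 further: potency means the concentration at half of the fitted maximal effect; 100% = response of the positive control SU9516; nearly all actives have a fitted effect of over 60% in size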
#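 Alpha7betagal+/- myoblasts (passage 13) were plated 16-24 hr, then exposed to compounds (1:260 dilution of DMSO stock) for 48 hours at 37C. After MPER lysis, β-galactosidase reporter activity was read as FDG fluorescence (ex 480/em 540) after 30 minutes.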
# CXXC DNA block = qHTS Fluorescence Polarization Assay for Inhibitors of MLL CXXC domain - DNA interaction; MLL-CXXC / FITC-HOXA9 DNA fluorescence polarization; Potency, µM (doses to about 115 µM), without a hit: top-dose activity change, negative = inhibition, usual class: inhibitors; hit rate 0.037% among 290,000; AID 2662, 2010; active means well fitted inhibition curve with a large enough effect in the polarisation, with a control signal flat, not every such curve was filed as active; inconclusive means small, poorly fitted or top-dose-only effect, or effect the other way, or a change in a side signal; inactive means no such curve, though single readings can be large or run the other way; the % refers to the polarisation; further: potency means the concentration at half of the fitted maximal effect
#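 Purified MLL-CXXC (added from a 7 uM solution) was preincubated 5 min at ambient with pinned compounds in 50 mM Tris-HCl pH 7.5, 50 mM NaCl, 1 mM DTT, 0.05% BSA. Fluorescein-labeled HOX-A9 DNA (50 nM solution) followed, 30 min, then polarization read.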
# TRPV1 agonist = HTS Assay for Compounds that Act as Agonists of the Vanilloid Receptor 1; Transient receptor potential cation channel subfamily V member 1 (Homo sapiens), Q8NER1; hit rate 0.19% among 320,000; activation, % at 8.33 µM; TRPV1-expressing cells, Fluo-8 calcium influx, agonist mode; AID 540275, 2011; in the data active means activation above about 80%; inconclusive means between about 30% and that limit; further: 0% is about no effect
#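 TRPV1-expressing cells were cultured overnight at 35.5C and loaded with Fluo-8 calcium dye for 40 to 90 min at room temperature. After a 10 s baseline, compound was added and calcium influx was read kinetically for 3 min (ex 480/em 520 nm).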
# Numbers without * were called inactive; ? = inconclusive; · = not tested or not shown; [ ] = dose if it differs, or a comment. Unless noted, the call rests on the fitted dose curve; in most records, active means well fitted curve in the direction sought with a large enough effect; inconclusive means small, poorly fitted or top-dose-only effect, or another doubt; inactive means no such curve, though single readings can be large; an effect the other way counts as inactive or inconclusive.
SMILES,hERG WT inh,AT treatment,MBNL1-CUG inh,KCNH2 3.1 inh,GALK inhibitor,Coupling enz,S-ASM inh,a7 integrin act,CXXC DNA block,TRPV1 agonist
CCCNC(=O)CN(C)S(=O)(=O)c1c(C)cc(C)cc1C,-8,·,?,9,0%,3,0%,0%,3%,9
C1=C(N2CCOCC2)/C(=C/c2nc3ccccc3[nH]2)CC1,1,?,?,2,2%,-29,34%[activator],27%,-14%,-1
Cn1c(=O)cc(OCC(=O)NCCCN2CCN(c3ccccc3F)CC2)c2ccccc21,3,·,5%,-4,5%,3,-1%,-4%[7.66 µM],0%,-1
CCN1C(=O)[C@H]2[C@H]3CN=C(SCc4ccc(Cl)cc4)N3[C@@](C)(C(=O)OC)[C@H]2C1=O,4,9%,·,-12,·,·,5%,12%,·,·
CCOC(=O)N1CCN(S(=O)(=O)N2CCCC(C(=O)NCCCN3CCCCC3CC)C2)CC1 (stereo not given),-1,3%,6%,-4,-1%,·,-2%,16%,1%,0
COc1ccccc1N1CCN(C2CCCN(C(=O)CCC(=O)N(C)C)C2)CC1 (stereo not given),1,0%,-1%,14,-3%,1,0%,10%,2%,-5
CC(C)(O)C#Cc1ccc(CN2CCCC(CO)(Cc3cccc(Cl)c3)C2)cc1 (stereo not given),-15,-6%,-9%,-19,4%,-3,3%,-37%,54%[activator],13
O=C(O)c1cc(S(=O)(=O)NCC2CCCO2)ccc1Cl (stereo not given),1,5%,-9%,5,0%,0,5%,2%,?,-1
CN(C)c1ccc(C(=O)c2ccc(O)cc2O)cc1,11,·,36%[activator],3,0%,2,-3%,-15%,0%,11
CSc1cccc(NC(=S)N2CCC(N(C)C3CCCCCC3)CC2)c1,2,7%,-2%,5,-1%,1,-3%,-58%[inhibitor],4%,20
COc1ccc(COc2ccc3ccc(=O)oc3c2)cc1,10,8%,0%,-27,-1%,-5,7%,23%,4%,2
CC(=O)C[C@H](O)CC(=O)[C@@H]1OC(=O)CCCCCCCCc2ccccc21,-22,9%,·,-4,·,·,0%,2%,·,·
O=C(COc1cccc2cccnc12)NCc1cccs1,4,1%,0%,16,1%,-7,-2%,22%,1%,5
COc1cc2c(cc1OC)CN(C(=S)Nc1ccc(OC(F)F)cc1)CC2,0,1%,-2%,-40,7%,-7,-4%,2%,-4%,?
FC(F)(F)c1ccccc1/C=N/Nc1ccccn1,-4,9%,0%,-7,7%,1,81%[activator],1%,2%,11
O=C(Nc1ccc2c(c1)OCCO2)C(=O)c1c[nH]c2ccccc12,15,10%,3%,3,-6%,·,-5%,9%,3%,15
CC1(C)CC(=O)CC(=Nc2ccc3[nH]c(=O)[nH]c3c2)C1,14,18%,3%,15,-1%,-1,0%,5%,0%,0
[O-]/C(=C(\C(=S)NCc1ccccc1)[n+]1ccccc1)c1ccc(Cl)cc1,-3,-4%,-2%,-2,-8%,0,5%,0%,?,23
CCOc1ccc(N(C(=O)c2cc3ccccc3oc2=O)C2C=CS(=O)(=O)C2)cc1 (stereo not given),-13,-3%,4%,-4,-1%,-1,6%,-19%,-17%,2
CC(NC(=O)CN(C)S(=O)(=O)c1cccc2nsnc12)c1ccccc1 (stereo not given),3,7%,?,4,-7%,5,0%,1%,1%,1
COc1cccc(CNC(=O)CN2C(=O)CSc3ccc(S(=O)(=O)N4CCCC4)cc32)c1,-1,-1%,-2%,-17,2%,3,0%,-33%,23%,-1
CCOC(=O)Cc1nnc(Nc2ccc(C)cc2C)c2ccccc12,-19,-3%,·,0,3%,0,0%,-17%,6%,0
CCn1cc(/C=C(\NC(=O)c2ccc(OC)cc2)C(=O)N2CCN(C)CC2)c2ccccc21,-3,-2%,9%,13,·,0,0%,?,10%,5
Cn1c(SCC(=O)NCc2ccc3c(c2)OCO3)nnc1-c1c[nH]c2ccccc12,4,12%,2%,8,-1%,-1,2%,21%,-4%,0
COc1ccccc1C(=O)NC(=O)COC(=O)C1CC1C (stereo not given),-13,-3%,·,18,·,·,3%,-5%,·,3

# Five compounds out of the list, ordered by SMILES length, descending.
SMILES,hERG WT inh,AT treatment,MBNL1-CUG inh,KCNH2 3.1 inh,GALK inhibitor,Coupling enz,S-ASM inh,a7 integrin act,CXXC DNA block,TRPV1 agonist
COc1cc2c(cc1OC)CN(C(=S)Nc1ccc(OC(F)F)cc1)CC2,0,1%,-2%,-40,7%,-7,-4%,2%,-4%,?
C1=C(N2CCOCC2)/C(=C/c2nc3ccccc3[nH]2)CC1,1,?,?,2,2%,-29,34%[activator],27%,-14%,-1
CCCNC(=O)CN(C)S(=O)(=O)c1c(C)cc(C)cc1C,-8,·,?,9,0%,3,0%,0%,3%,9
O=C(O)c1cc(S(=O)(=O)NCC2CCCO2)ccc1Cl (stereo not given),1,5%,-9%,5,0%,0,5%,2%,?,-1
COc1ccc(COc2ccc3ccc(=O)oc3c2)cc1,10,8%,0%,-27,-1%,-5,7%,23%,4%,2

# Some values from the results shown.
# In AT treatment, COc1ccccc1C(=O)NC(=O)COC(=O)C1CC1C (stereo not given) is entered as -3%
# In AT treatment, CC(NC(=O)CN(C)S(=O)(=O)c1cccc2nsnc12)c1ccccc1 (stereo not given) is entered as 7%
# In a7 integrin act, CN(C)c1ccc(C(=O)c2ccc(O)cc2O)cc1 is entered as -15%

# (list continues)
SMILES,hERG WT inh,AT treatment,MBNL1-CUG inh,KCNH2 3.1 inh,GALK inhibitor,Coupling enz,S-ASM inh,a7 integrin act,CXXC DNA block,TRPV1 agonist
CC(C)(CNC(=O)c1ccc(NS(=O)(=O)c2ccc(F)cc2)cc1)N1CCOCC1,4,-7%,-1%,7,-1%,·,-2%,4%,-9%,1
O=C(C1CCN(S(=O)(=O)c2ccccc2F)CC1)N1CCc2ccccc21,-5,1%,·,-4,·,·,-1%,-13%,·,19
COc1ccccc1/C=N/NC(=O)c1cc2c(OC)c(OC)ccc2[nH]1,4,1%,10%,3,-14%,0,-21%,-25%,-3%,4
Cc1c(CN2CCC(n3nccc3NC(=O)C3CC3)CC2)[nH]c2ccccc12,-21,3%,-6%,-74*,7%,·,4%,7%,0%,0
COC(=O)c1cc(Cl)c(NC(=O)/C=C/c2ccc(Cl)cc2Cl)cc1OC,36,4%,-11%,-1,2%,-1,39%,6%[7.66 µM],5%,-10
Cc1ccc(SC(C)c2nc(-c3cccnc3)no2)cc1 (stereo not given),4,5%,-8%,-3,-2%,-4,-3%,19%,-3%,2
Oc1ccc(-c2sc(Nc3ccccc3)n[n+]2-c2ccc(F)cc2)cc1,-5,2%,42%[activator],-4,·,-1,0%,34%,35%[activator],2
COc1c(Br)cc(Br)cc1/C=N/NC(=O)c1ccncc1,10,4%,?,-2,1%,-1,6%,-67%[inhibitor],15%,?
COc1ccc(N2C(=O)C(CN3CCCCC3)C2c2ccccc2)cc1 (stereo not given),10,2%,-7%,-6,2%,0,0%,-30%,8%,6
Cc1nn(C)c(C)c1CN(C)C(=O)CCCC(=O)O,0,-1%,-19%,5,-3%,-1,4%,-40%,1%,-6
CC12CC(c3ccccc3O1)N(C(=O)c1ccco1)C(=S)N2c1ccc(F)cc1 (stereo not given),-5,4%,-7%,-17,-1%,-3,-1%,29%,5%,-2
Cc1ccc(NC(=O)N2CCCC2)cc1Cl,-7,14%,-11%,13,0%,-4,-1%,17%,13%,4
COCCN1C(=O)c2ccccc2C(C(=O)NCCN(C)C)C1c1ccc(F)cc1 (stereo not given),12,0%,-4%,11,0%,1,3%,8%,1%,8

# Some entries already given, showing only KCNH2 3.1 inh.
Molecule | KCNH2 3.1 inh
CC(NC(=O)CN(C)S(=O)(=O)c1cccc2nsnc12)c1ccccc1 (stereo not given) | 4
COc1cccc(CNC(=O)CN2C(=O)CSc3ccc(S(=O)(=O)N4CCCC4)cc32)c1 | -17

# High-throughput results (PubChem)
